Giardia kill = Giardia lamblia killing; Giardia lamblia trophozoite viability; activity change, % at 7.66 µM, hits read low; 340,000 tested, 0.15% active; AID 540267; in the data active means activity change below about -80%; inconclusive means between about -30% and that limit;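 further: parasites exposed to compound for two days anaerobically before the ATP read; on the % scale 0 is the no-effect control and ±100 the full control effect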
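Trophozoite viability was measured as ATP-dependent luminescence, read 15-30 min after reagent addition. Before that, parasites at 100 cells/well were exposed to compounds for 48 h, anaerobically, at 37 deg C.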
p53 reactivation = restores transcriptional activity of mutant p53. H1299 p53-A138V BP100-luciferase reporter, luminescence, 24 h. Potency, µM (titrated, usually from 92.2 µM), inactives show at the highest dose activity change, positive = activation, hits mostly activators. 320,000 tested, 0.063% active. AID 504706; further: potency means the concentration at half of the fitted maximal effect; % of control where 0% means no effect; nearly all actives have a fitted effect of over 45% in size
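p53-null H1299 cells stably carrying temperature-sensitive p53-A138V and a BP100-luciferase reporter were pinned with compounds (4-point, 1:5 series) and held 24 hrs at 37 deg C. Luminescence was read 10 min after detection reagent.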
RORg inh = inhibitors of mouse ROR gamma transcriptional activity; Drosophila S2 Gal4-RORgamma UAS-luciferase reporter, 20 h; Potency, µM (series often up to 53.6 µM), inactives show at the top dose activity change, negative = inhibition, actives largely listed as inhibitors; 310,000 tested, 5.4% active; AID 2551; further: potency means the concentration at half of the fitted maximal effect; on the % scale 0 is the no-effect control and ±100 the full control effect; nearly all actives have a fitted effect of over 60% in size
Target sequence (P51450 whole entry, looked up, the tested form may be a part): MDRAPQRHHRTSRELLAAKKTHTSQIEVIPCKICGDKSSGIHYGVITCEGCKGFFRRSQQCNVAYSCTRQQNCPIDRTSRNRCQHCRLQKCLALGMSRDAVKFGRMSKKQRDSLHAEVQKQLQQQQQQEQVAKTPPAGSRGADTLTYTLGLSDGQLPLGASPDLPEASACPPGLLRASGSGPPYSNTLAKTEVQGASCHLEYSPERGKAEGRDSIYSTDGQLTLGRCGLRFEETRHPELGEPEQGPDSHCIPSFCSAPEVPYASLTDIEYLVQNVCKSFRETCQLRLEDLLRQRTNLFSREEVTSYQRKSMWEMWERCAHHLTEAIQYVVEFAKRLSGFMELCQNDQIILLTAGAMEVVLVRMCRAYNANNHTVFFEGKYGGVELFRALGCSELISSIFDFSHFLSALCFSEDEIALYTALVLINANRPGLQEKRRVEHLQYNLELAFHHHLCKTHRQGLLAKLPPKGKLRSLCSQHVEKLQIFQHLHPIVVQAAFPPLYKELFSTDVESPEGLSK
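Schneider cells (Drosophila), stable Gal4 DBD–ROR gamma + UAS-luc; 1 hr cmpd preincubation; Cu2+ induction 700 uM final; 20 hr ambient; luminescence.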
Menin MLL FP TR = menin-MLL binding inhibition, Texas Red mutant peptide. AID 1768. Menin + Texas Red MLL mutant peptide, fluorescence polarization. O00255. Potency, µM (top dose mostly 61.6 µM), inactives show top-dose FP activity change, negative = inhibition, most hits filed as inhibitors. 270,000 tested, 0.23% active; active means well fitted inhibition curve with a large enough effect in the polarisation, with a control signal flat, not every such curve was filed as active; inconclusive means small, poorly fitted or top-dose-only effect, or effect the other way, or a change in a side signal; inactive means no such curve, though single readings can be large or run the other way; the % refers to the polarisation; further: potency means the concentration at half of the fitted maximal effect; % of control where 0% means no effect; many of its hits are not listed in these tables
BRCA1 expr up = increases BRCA1 expression | MCF7-BRCA1-FFLuc reporter, luminescence, 48 h; response scale: scaled: vehicle 0%, 10 µM genistein 100% | AID 624202 | Potency, µM (series often up to 46.1 µM), for inactives: top-dose activation, hits mostly activators | 380,000 tested, 1.1% active; further: potency means the concentration at half of the fitted maximal effect; nearly all actives have a fitted effect of over 80% in size; some results filed as inactive show a strong effect at the top dose
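Using MCF7 cells harboring a BRCA1 firefly luciferase reporter, plated 2 h before compound pinning, the screen measured luminescence after 48 h incubation. Responses were normalized to DMSO and 10 microM genistein, then fitted for concentration-effect.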
PKM2 act = activators of human pyruvate kinase M2. P14618. purified PKM2, Kinase-Glo ATP luminescence, activation; response scale: 0% is enzyme alone, no compound. Potency, µM (top dose mostly 57.5 µM), without a hit: at the top dose activation, usual class: activators. 260,000 tested, 0.34% active; further: potency means the concentration at half of the fitted maximal effect; on the % scale 0 is the no-effect control and ±100 the full control effect; nearly all actives have a fitted effect of over 55% in size
Target sequence (P14618 whole entry, looked up): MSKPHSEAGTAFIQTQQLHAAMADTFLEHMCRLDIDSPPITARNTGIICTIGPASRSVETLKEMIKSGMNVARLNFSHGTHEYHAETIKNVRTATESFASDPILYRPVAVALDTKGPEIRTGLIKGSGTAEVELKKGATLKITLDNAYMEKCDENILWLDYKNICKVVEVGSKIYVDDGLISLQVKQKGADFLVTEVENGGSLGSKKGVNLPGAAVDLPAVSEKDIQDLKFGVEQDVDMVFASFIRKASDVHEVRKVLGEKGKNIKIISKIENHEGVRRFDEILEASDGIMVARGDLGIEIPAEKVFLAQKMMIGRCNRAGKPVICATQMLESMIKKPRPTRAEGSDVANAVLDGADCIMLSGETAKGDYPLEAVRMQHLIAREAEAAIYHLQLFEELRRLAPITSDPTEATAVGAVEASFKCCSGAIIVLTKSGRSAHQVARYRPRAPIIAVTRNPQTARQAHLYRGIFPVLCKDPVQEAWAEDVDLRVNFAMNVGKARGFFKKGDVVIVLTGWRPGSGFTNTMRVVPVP
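Purified hPK-M2 (>95% pure) converted ADP (0.1 mM final) to ATP with 0.5 mM PEP in 50 mM imidazole pH7.2, KCl, MgCl2, Tween 20, BSA; 1 h at room temperature. ATP detected by Kinase-Glo luminescence.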
FLuc counter = firefly luciferase modulation, counter-screen for miR-21 project; purified FLuc, Km substrates, luminescence inhibition; Potency, µM (highest dose often 57.5 µM), for inactives: top-dose activity change, negative = inhibition, actives largely listed as inhibitors; 360,000 tested, 6.9% active; AID 588342;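 further: potency means the concentration at half of the fitted maximal effect; plate controls were vehicle for no effect and reference inhibitor for full effect; nearly all actives have a fitted effect of over 55% in size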
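Purified P. pyralis luciferase (10nM final) with 10uM D-luciferin and 10uM ATP (Km levels) in 50mM Tris acetate pH 7.5, 10mM Mg acetate, 0.01% Tween-20, 0.05% BSA; qHTS 6-point titration, ~60 µM downward; luminescence read.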
Rab9 prom act = activators of Rab9 promoter | Huh7 Rab9 promoter-luciferase reporter, luminescence, 24 h | Potency, µM (titrated, usually from 9.22 µM), without a hit: at the top dose activation, negative = inhibition, most hits filed as activators | 320,000 tested, 2.8% active | AID 485297; further: potency means the concentration at half of the fitted maximal effect; % of control where 0% means no effect; nearly all actives have a fitted effect of over 60% in size
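Huh7 cells stably carrying a Rab9 promoter-luciferase reporter, 1500 cells per well in OP-MEM I with 10% FBS, treated with compound 24 hours at 37C. Luciferase activity read by luminescence after 10 minutes with Amplite reagent.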
ELG1 genotoxic = induces genotoxicity in HEK293T cells with luciferase-tagged ELG1; 330,000 tested, 1.3% active; HEK293T ELG1-luciferase reporter, luminescence, 16 h; Potency, µM (doses to about 46 µM), for the others: at the top dose activity change, positive = activation, actives largely listed as activators; AID 504466; further: potency means the concentration at half of the fitted maximal effect; % of control where 0% means no effect; nearly all actives have a fitted effect of over 60% in size
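HEK293T cells expressing luciferase-tagged ELG1 were treated with compound or DMSO for 16 hr at 37°C. Luciferase activity was then read after 30 min with ONE-Glo at room temperature; rising signal flags genetic stress.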
VP16 counter = inhibits Gal4-VP16 luciferase reporter, ROR gamma counter-screen. Potency, µM (titrated, usually from 53.6 µM), for the others: top-dose activity, negative = inhibition, actives largely listed as inhibitors. AID 2546. 310,000 tested, 3.5% active. Drosophila S2 Gal4-VP16 UAS-luciferase, luminescence, 20 h;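 further: Gal4-VP16 expression switched on by copper sulfate through the metallothionein promoter; potency means the concentration at half of the fitted maximal effect; on the % scale 0 is the no-effect control and ±100 the full control effect; nearly all actives have a fitted effect of over 50% in size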
NPC1 promoter act = NPC1 promoter activation | Huh7 NPC1 promoter luciferase reporter, 24 h | Potency, µM (highest dose often 9.22 µM), without a hit: at the highest dose activation, usual class: activators | 320,000 tested, 2.4% active;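 further: potency means the concentration at half of the fitted maximal effect; % of control where 0% means no effect; nearly all actives have a fitted effect of over 60% in size; reporter is driven by a mutant NPC1 promoter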
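Cells: Huh7 expressing luciferase under the NPC1 promoter, 1500/well. Seeded 2 h, compound added, incubated 24 h at 37 °C. Luciferase reagent, 10 min ambient, then luminescence.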
An asterisk follows results filed as active; ? = inconclusive; · = no result given; & = joins results of further samples; [ ] = dose if it differs, or a comment. Unless noted, the call rests on the fitted dose curve; in most records, active means well fitted curve in the direction sought with a large enough effect; inconclusive means small, poorly fitted or top-dose-only effect, or another doubt; inactive means no such curve, though single readings can be large; an effect the other way counts as inactive or inconclusive. These rows are one share of the data (hit frequency here may not be typical).

SMILES | Giardia kill | p53 reactivation | RORg inh | Menin MLL FP TR | BRCA1 expr up | PKM2 act | FLuc counter | Rab9 prom act | ELG1 genotoxic | VP16 counter | NPC1 promoter act
COc1ccc(CC(=O)N2N=C(C)CC2(O)c2cccnc2)cc1OC (configuration not stated) | ? | 4% | 11µM* | -10% | 15% | 0% | -2% | -8% | 2% | ? | -3%
O=C(CCNS(=O)(=O)c1ccccc1C(F)(F)F)N1CCN(S(=O)(=O)c2cccc(F)c2)CC1 | ? | 13% | · | · | -14% | · | 0% | 1% | -8% | · | -3%
CN1CCN(c2ccc(NC(=O)c3ccco3)cc2Cl)CC1 | 4 | ? | ? | 9% | 86% | -7% | 4.8µM* | 0.63µM* | 8.2µM* | ? | 0.4µM*
COc1nccnc1NS(=O)(=O)c1ccc(N=Cc2c(C)[nH]n(-c3ccc(Cl)cc3)c2=O)cc1 | · | 3% | 4%[10 µM] | 25% | · | -19% | ? | 0% | 3% | -16% | -2%
COc1cc(C(=O)OC(C)c2ccc(F)cc2)ccc1OCC(=O)N1CCOCC1 (configuration not stated) | -15 | -6% | · | · | -2% | · | 1% | -3% | 1% | · | -5%
CCCN(CC(=O)Nc1ccccc1C)C(=O)C1CCN(c2ncnc3sc(C)c(C)c23)CC1 | 2 | -6% | · | · | -49% | · | 4% | -11% | -13% | · | -2%
COc1ccc(-n2c(O)c(C=NCC(c3ccco3)N3CCCC3)c3ccccc3c2=O)cc1OC (configuration not stated) | 2 | 15% | -17% | -13% | 6% | -11% | -4% | 2% | -7% | -16% | 3%
CS(=O)(=O)c1ccc(C(=O)NCCN2C(=O)S/C(=C\c3cccnc3)C2=O)cc1[N+](=O)[O-] | 13 | -13% | 5.6µM* | 17% | -90% | ? | ? | -18% | -25% | ? | -7%
Cc1ccc(C)c(NC(=S)NC(NC(=O)N(C)C)C(Cl)(Cl)Cl)c1 (configuration not stated) | 1 | 10% | -37% | -7% | 2% | -1% | -1% | 0% | -10% | -5%[0.365 µM] | 4%
C=CCN=C1S/C(=C\c2ccc(N(C)C)cc2)C(=O)N1CC=C | ? | 20% | -30% | · | 35% | -6% | 21µM* | ? | 6% | -16% | 18%
Cn1c(/C=C/c2ccccc2)nc2ccccc21 | ? | -6% | 10µM* | 0% | -86%[inhibitor] | -74% | 0.13µM* | ? | ? | 7.1µM* | 0.56µM*
CO/N=C\CC(=O)Nc1ccc(Cl)cc1Cl | 5 | 9% | -1% | 7% | 0% | -1% | -7% | -20% | 5% | -10% | -31%[inhibitor]
CCN1C(=NCc2cc(OC)c(OC)c(OC)c2)N[C@@H](c2ccccc2)[C@H](C(=O)OC)[C@H]1C | · | · | -16%&-11% | -16%&-31% | · | 2%&2% | -2%&-1% | -1%&4% | -3% | -4%&5% | 6%&2%
C(=N\c1nccs1)/c1c[nH]c2ccccc12 | 9 | · | -11% | 4% | -20% | -2% | 0% | · | · | -2% | ·
Cc1ccccc1CSCCNC(=O)CSCc1ccc([N+](=O)[O-])cc1 | -7 | 5% | 1% | 20% | 8% | 2% | 1% | -7% | -1% | -3% | -5%
COc1ccc(/C=C/C(=O)NC(=S)NNC(=O)c2ccco2)cc1OC | -9 | -4% | -8% | · | -8% | 5% | ? | 19% | -4% | -3% | 1%
N#CC(C#N)=Cc1ccc(NC(=O)c2ccc(Br)cc2)cc1 | -16 | ? | -16% | · | ? | -2% | ? | -14% | ? | -30% | 17%
CC(OC(=O)c1nn(C)c(=O)c2ccccc12)C(=O)NC1CCCCC1C (configuration not stated) | 10 | -10% | · | · | -26% | · | -1% | 1% | 3% | · | 1%
COC(=O)C1=C(N)OC2=C(C(=O)CC(C)(C)C2)C1c1ccoc1 (configuration not stated) | 27 | -2% | -2% | 9% | 24% | 1% | 0% | -1% | 3% | -5% | -2%
O=C1COc2ccc(C(=O)CSc3ccccc3C(=O)O)cc2N1 | 16 | -4% | -18% | · | -1% | -9% | ? | -7% | -1% | -22% | 5%
CCc1ccccc1NC(=O)CNC(=O)CCc1nc2sc3c(c2c(=O)[nH]1)CCCC3 | 18 | 9% | · | · | -6% | · | 0% | -3% | 5% | · | -4%
CCCn1nnnc1NCc1ccc(OC)cc1 | 5 | ? | 16% | 9% | 0% | 2% | 0% | 1% | -5% | 4% | -2%
Cc1ccc(NC(=S)NC(NC(=O)c2ccco2)C(Cl)(Cl)Cl)cc1 (configuration not stated) | 0 | -2% | 11µM* | ? | -22% | ? | -3%[2.3 µM] | -5% | -6% | 7.1µM* | -1%
CCOc1ccc2nc(N(CCN(C)C)C(=O)c3cc4ccccc4cc3OC)sc2c1 | 31[activator] | -6% | -12% | 6% | -41% | · | 1% | -6% | -7% | -6% | -3%
COc1ccc(-n2c(C)c(C(C)=O)c3cc(O)ccc32)cc1 | -24 | -7% | ? | -22% | 4% | 4% | 11% | -2% | -38%[inhibitor] | -10%[0.365 µM] | 17%
O=C1CC(Sc2ccc(Cl)cc2)C(=O)N1Cc1ccncc1 (configuration not stated) | -17 | 20% | -91% | · | -9% | 1% | 2% | -5% | -16% | ? | -2%
CCN1CCCC1CNC(=O)Cn1cnc2ccc(S(=O)(=O)N3CCC(C)CC3)cc2c1=O (configuration not stated) | -8 | 2% | 17% | 2% | 15% | 0% | 0% | -1% | 0% | 25% | -2%
Cc1cc(C(=O)OCC(=O)NNC(=O)c2cccs2)ccc1[N+](=O)[O-] | -11 | 6% | · | · | 5% | · | 1% | -2% | 0% | · | -2%
Cc1nn(C)c(C)c1S(=O)(=O)N(CC(=O)NCCCN1CCC(C)CC1)c1ccc(C(C)C)cc1 | -14 | 16% | 1% | · | -2% | · | 5% | -8% | 4% | 1% | 1%
CCCCC1CCCC12NC(=O)NC2=O (configuration not stated) | -3 | 5% | 0% | · | -3% | 6% | -1% | -3% | 1% | -5% | 1%
O=Cc1[nH]c2ccccc2c1N(C(=O)CCl)c1ccc([N+](=O)[O-])cc1 | 2 | -8% | 36% | · | -12% | 0% | -1% | -24% | -4% | -9% | 0%
Cc1cc(C)c(NC(=O)CNC(=O)COC(=O)C2=COCCO2)c(C)c1 | ? | 3% | · | · | 6% | · | 1% | -3% | -7% | · | 0%
COc1ccc(NC(=O)c2ccco2)cc1NC(=O)c1ccccc1 | 3 | -9% | 9% | 3% | 2% | -2% | -18% | -6% | 1% | 6% | 2%
Cn1c(=O)c(NCCc2ccccc2)c2c3c(cccc31)C(=O)c1ccccc1-2 | 12 | -8% | -18% | ? | -45% | 5% | 9% | -3% | -17% | -2% | 0%
NC(=O)c1ccc(NC(=O)c2ccc(CN3CCOCC3)cc2)cc1 | -4 | 0% | 3% | 6% | 12% | -2% | -18% | -1% | 18% | -1% | 15%
c1csc(Cc2nc3ccccc3[nH]2)c1 | 0 | 17% | 36% | 8% | 56% | -5% | -20% | 2% | ? | 5% | 6%
Cc1ccc(-c2nnn(CC(=O)N3CCN(c4nc5ccccc5s4)CC3)n2)cc1 | -15 | 2% | -11% | 2% | -3% | 0% | 1% | -7% | 10% | 14% | 0%
CCCCOC(=O)Nc1cc(C(=O)OC)ccc1C(=O)OC | 14 | 3% | -8%[0.365 µM] | 9% | -9% | 2% | 2% | -3% | -2% | · | -2%
COc1cccc(OCC(=O)NC2CCS(=O)(=O)C2)c1 (configuration not stated) | 4 | -6% | · | · | 2% | · | 0% | 0% | -3% | · | 3%
CCC(C)[C@H](NC(=O)NCc1ccc(F)cc1)C(=O)O (some centres not stated) | 15 | -1% | -10% | · | 0% | -11% | -1% | -2% | -1% | 0% | 2%
S=P(N1CC1)(N1CC1)N1CC1 | 22 | -3% | 2%[10 µM] | -4%&12% | 0% | · | -1% | -5% | -14% | 4%&3% | 7%
Cn1c(=O)c(C(=O)NCCc2ccccc2)c(O)c2ccccc21 | -19 | 3% | ? | 27% | -15% | -1% | ? | 16% | -4% | ? | 3%
O=C(O)c1ccc(OCc2ccc(C(=O)O)o2)cc1 | -11 | 13% | -5% | -4% | ? | · | -15% | 11% | 5% | 1% | 3%
NC(=O)C1(C(N)=O)OC1c1ccccc1 (configuration not stated) | ? | 2% | 6% | · | 0% | -4% | -3% | 2% | -5% | -1% | -4%

Screening results deposited in PubChem by National Center for Advancing Translational Sciences (NCATS).
